# Bioassay records deposited in PubChem by several laboratories.
# VLA-4 inh – inhibition in human VLA-4 binding assay, primary screen, VLA-4 allosteric modulator project, MLPCN library, flow cytometry, VLA-4 expressing cells | Integrin alpha-4 (Homo sapiens), P13612 | ligand binding flow cytometry | inhibition, % (about 7 µM as worked out from the volumes in the protocol) | 330,000 tested, 0.2% active | AID 2557, 2010; in the data active = inhibition above about 50%
# AGP1 TOR yeast – modulators of AGP1-GFP expression in yeast TOR pathway, primary screen, cell-based, multiplex flow cytometry, S. cerevisiae, MLPCN library | 3 h; GFP as percent of DMSO wells | GFP response vs DMSO, % at 10 µM | 320,000 tested, 0.02% active;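 active = GFP response relative to DMSO above a set limit, near screen average plus 3 SD, cut at about 150% in these data; inconclusive = fewer than 70 cells counted for the yeast strain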;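 note: median GFP channel fluorescence of the gated AGP1 strain per well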
# MCL1-BIM inh – inhibitors of MCL1 binding to BIM-BH3, primary screen, biochemical, fluorescence polarization; Induced myeloid leukemia cell differentiation protein Mcl-1 (Homo sapiens), Q07820; GST-MCL1 / FITC-Bim-BH3 fluorescence polarization; inhibition, % at 10.9 µM; 320,000 tested, 0.68% active;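 active = inhibition above the mean inhibition of all tested compounds plus 3 SD, set per campaign, cut at about 40% in these data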;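 note: 0% = DMSO wells and 100% = unlabeled Bim-BH3 peptide control; higher means more loss of mP so more displacement of Bim peptide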
# Target sequence (Q07820 whole entry, looked up): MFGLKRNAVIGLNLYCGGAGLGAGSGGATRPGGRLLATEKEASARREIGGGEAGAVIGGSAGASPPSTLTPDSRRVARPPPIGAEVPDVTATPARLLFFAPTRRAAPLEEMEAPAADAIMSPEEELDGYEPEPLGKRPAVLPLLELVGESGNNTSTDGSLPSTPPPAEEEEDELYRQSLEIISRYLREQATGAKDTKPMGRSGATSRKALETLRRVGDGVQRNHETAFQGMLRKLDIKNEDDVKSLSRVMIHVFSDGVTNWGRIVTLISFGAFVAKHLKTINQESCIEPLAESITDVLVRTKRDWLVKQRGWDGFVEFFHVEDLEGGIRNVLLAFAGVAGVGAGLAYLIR
# Yeast superoxide – reduction of superoxide in aged yeast, primary screen, HTS | S. cerevisiae aged cells, superoxide DHE fluorescence; stronger effect = lower value | superoxide response (% of plate mean), % at 10 µM | 330,000 tested, 0.18% active | AID 2690, 2010;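 active = superoxide response under a set limit, about three screen SD below normal, cut at about 65% in these data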;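 note: yeast aged for seven days with compound at 30 °C before DHE staining; 100% = average MFI of all compound-treated wells on the plate with controls excluded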
# GRK2 aptamer HTS – compounds blocking aptamer binding on GRK2 – biochemical, human GRK2, bead flow cytometry, HTS, primary screen; Beta-adrenergic receptor kinase 1 (Homo sapiens), P25098; FAM-aptamer displacement from GRK2; inhibition of aptamer binding, % at 10 µM; 330,000 tested, 0.59% active;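 active = inhibition of aptamer binding above 40%, roughly 3 SD of noise, on plates passing a quality check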;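 note: median bead fluorescence of bound FAM aptamer so fluorescent compounds give negative values; no value below 0 was filed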
# GLD-1 RNA inh – GLD-1/TGE RNA complex disruptors, primary screen, biochemical, fluorescence polarization. 320,000 tested, 0.44% active. purified GLD-1 + fluorescein TGE RNA. Female germline-specific tumor suppressor gld-1 (Caenorhabditis elegans), Q17339. inhibition, % at 5.96 µM;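 active = percent inhibition above a per-plate cutoff, the plate mean of test compounds plus 3 SD, cut at about 30% in these data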;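 note: 0% = DMSO wells with GLD-1 and probe and 100% = wells lacking GLD-1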
# Target sequence (Q17339 whole entry, looked up): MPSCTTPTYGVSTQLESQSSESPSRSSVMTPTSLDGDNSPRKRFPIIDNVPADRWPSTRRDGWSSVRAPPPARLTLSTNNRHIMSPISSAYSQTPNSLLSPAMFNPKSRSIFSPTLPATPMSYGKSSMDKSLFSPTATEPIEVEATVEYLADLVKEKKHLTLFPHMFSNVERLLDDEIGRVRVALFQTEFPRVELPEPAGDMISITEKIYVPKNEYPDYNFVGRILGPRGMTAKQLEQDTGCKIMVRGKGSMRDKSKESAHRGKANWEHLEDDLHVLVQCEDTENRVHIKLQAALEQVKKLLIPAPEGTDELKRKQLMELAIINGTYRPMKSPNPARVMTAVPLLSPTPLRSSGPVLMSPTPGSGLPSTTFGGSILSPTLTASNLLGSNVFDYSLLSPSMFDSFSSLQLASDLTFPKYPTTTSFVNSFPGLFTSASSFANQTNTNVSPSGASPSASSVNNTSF
# Bcl-xL primary – inhibitors of human Bcl-xL, primary screen, biochemical, fluorescence polarization, HTS | 320,000 tested, 0.7% active | Bcl-2-like protein 1 (Homo sapiens), Q07817 | inhibition, % at 10.9 µM | GST-Bcl-xL / FITC-Bim BH3 peptide fluorescence polarization | AID 2129, 2009;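 active = inhibition above the mean of all tested compounds plus 3 SD, cutoff set per campaign, cut at about 30% in these data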;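 note: 0% = DMSO wells and 100% = unlabeled Bim-BH3 peptide competitor; inhibitors lower millipolarization by displacing the labeled peptide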
# Target sequence (Q07817 whole entry, looked up): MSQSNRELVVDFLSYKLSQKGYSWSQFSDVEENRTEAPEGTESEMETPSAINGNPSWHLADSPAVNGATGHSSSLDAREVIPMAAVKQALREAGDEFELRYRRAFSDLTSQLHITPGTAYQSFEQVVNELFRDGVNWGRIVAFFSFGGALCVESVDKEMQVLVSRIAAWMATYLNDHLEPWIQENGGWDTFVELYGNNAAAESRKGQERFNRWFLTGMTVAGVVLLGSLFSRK
# MEX-5 binding – MEX-5 zinc finger RNA-binding disruptors – biochemical, C. elegans, fluorescence polarization, MLPCN library, primary screen; activity score (negative = inhibition of binding), % at 10 µM; 300,000 tested, 0.38% active; MEX-5/FITC-TCR2 RNA binding; stronger effect = lower value;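 active = inhibition past about -25% in most replicates, and total fluorescence under double the plate's negative control median, limit read from the data; inconclusive = replicates evenly split on the limit, or fluorescence at least double controls; inactive = too little inhibition in most replicates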;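 note: 0% = DMSO and -100% = 5 µM competing unlabeled TCR2 RNA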
# CIT2-GFP yeast – modulators of CIT2-GFP expression in yeast, primary screen, S. cerevisiae, GFP fusion, multiplex flow cytometry, MLPCN library. S. cerevisiae CIT2-GFP strain, 3 h; 100 means same as DMSO wells. 320,000 tested, 0.065% active. GFP response vs DMSO, % at 10 µM;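 active = GFP response relative to DMSO above a set limit, near the screen mean plus 3 SD, cut at about 150% in these data; inconclusive = Fewer than 70 cells measured for a yeast strain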;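 note: ratio of well median GFP fluorescence to mean of DMSO wells on the plate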
# Active calls of the source: *; i = inactive; ? = inconclusive; / = not tested or not shown.
SMILES,VLA-4 inh,AGP1 TOR yeast,MCL1-BIM inh,Yeast superoxide,GRK2 aptamer HTS,GLD-1 RNA inh,Bcl-xL primary,MEX-5 binding,CIT2-GFP yeast
COc1cccc(N2CCN(CC(=O)c3c(C)[nH]c4ccccc34)CC2)c1,-1,104,2,67,0,4,4,0.6,104
COCCn1nnnc1C(c1cccs1)N1CCN(c2cccc(C(F)(F)F)c2)CC1 (centres undefined),16,107,-1,82,1,2,6,-2.9,104
COC(=O)c1ccccc1OCCCCN1CC(C)OC(C)C1 (centres undefined),-5,94,12,86,1,3,2,0.1,101
CC1CCN(S(=O)(=O)c2ccc(NC(=O)C3CC(=O)N(c4ccccc4)C3)cc2)CC1 (centres undefined),9,91,-1,93,0,-7,4,1.2,96
C/C(Cc1ccccc1)=N\NC(=O)CNC(=O)c1ccc(Br)cc1,2,105,4,98,78*,-1,1,-2.5,105
COc1ccccc1CNC(=O)CC1C(=O)NCCN1C1Cc2ccccc2C1 (centres undefined),12,104,20,109,0,17,17,1.1,100
CCOc1ccc(-n2c(-c3ccc(Cl)cc3)c[n+]3c2SCC3)cc1,-4,100,-3,101,0,2,4,-3.5,100
C=C(C)Cn1c(N2CCC(Cc3ccccc3)CC2)nc2c1c(=O)[nH]c(=O)n2C,-1,102,5,108,0,7,0,3.1,107
O=C(COC(=O)c1ccccc1NC(=O)c1ccco1)Nc1ccc2c(c1)OC(F)(F)O2,7,99,-8,106,1,-8,-2,-2.3,98
Cc1cc(C)nc(Sc2c(F)c(F)c(C(F)(F)F)c(F)c2F)n1,1,104,-1,99,3,-3,2,2.9,99
Cc1nc2ccccc2nc1OCC(=O)Nc1ccc2ccccc2c1,13,114,0,117,1,0,5,-4.3,110
CN1/C(=C/c2cccc[n+]2C)Sc2ccccc21,-205,110,-23,112,6,-152,-15,17,108
O=C1CSC(c2ccc([N+](=O)[O-])cc2)N1C1CCCCC1 (centres undefined),-8,101,9,102,0,-2,6,-2.1,94
CCCOc1cc(N)ccc1C(=O)OCCN(CC)CC,45,99,8,94,1,1,3,/,98
COc1ccc(CNc2oc(COc3ccccc3Cl)nc2C#N)cc1,12,114,-4,102,0,6,1,-1.9,82
Cc1ccccc1C(NC(N)=O)c1ccccc1 (centres undefined),-6,101,3,95,0,4,0,-0.6,101
N#CC(c1nc2ccccc2nc1N1CCCC1)S(=O)(=O)c1cccs1 (centres undefined),i,99,1,108,2,2,10,-3.9,100
O=C(O)c1cccc(COc2ccc(CO)cc2Cl)c1,11,104,1,113,0,6,5,0.3,102
CNC(=S)NNC(=O)c1oc2nc(-c3ccccc3)cc(C)c2c1N,1,102,1,76,0,2,4,-16,101
CCc1nc(SCC(=O)NC2CCCC2)c2oc3ccccc3c2n1,6,106,-4,115,0,3,2,0.0,96
Cc1nn(C)c(C(=O)Nc2c(C)nn(Cc3c(F)c(F)c(F)c(F)c3F)c2C)c1Br,16,95,/,103,0,/,/,/,95
O=C(OCCN1CCOCC1)C1(c2ccccc2)CCCCC1,3,94,8,88,2,2,3,1.9,95
O=C(NC1CCCCC1)C(c1ccc(F)cc1)N(Cc1cccs1)C(=O)CN1C(=O)c2ccccc2S1(=O)=O (centres undefined),-8,100,3,102,0,-3,5,3.2,105
O=C(O)/C=C/C(=O)N(CC1CCCO1)C1CC(=O)N(c2c(Cl)cccc2Cl)C1=O (centres undefined),-4,101,0,93,3,7,3,/,93
O=C(O)c1ccc(Cl)c(S(=O)(=O)Nc2ccccc2C(=O)Nc2ccc(Cl)cc2)c1,5,101,5,98,8,6,9,1.7,94
CN1C(=O)/C(=C/c2ccccc2OCc2cccc(F)c2)N(C)C1=S,-2,98,4,94,1,9,8,0.5,99
CCOC(=O)CSc1nc(N)c(C#N)c(CC(C)C)c1C#N,-1,91,-3,104,0,0,1,-2.0,92
O=C1c2cccc3c(N4CCCCC4)ccc(c23)C(=O)N1c1ccc(O)cc1,-78,106,68*,99,0,36*,54*,?,107
Cc1cc(=O)oc2c(CN3CCC(C)CC3)c(O)c(Cl)cc12,-14,96,142*,111,8,119*,105*,-40*,92
CCCCn1nnc(NC(=O)c2ccc(-c3cccc(Cl)c3)o2)n1,/,96,-2,95,2,7,0,1.2,96
Cc1cc(-c2nnc(SCC(=O)c3ccc(Cl)cc3)o2)no1,2,99,7,119,0,8,0,2.3,101
CCC(=O)OCc1c(C(F)(F)F)nn(C)c1Sc1ccc(Cl)cc1,12,97,1,103,0,10,6,0.6,100
Cc1ccsc1/C=C1\CCC(C2CCCC2)C1=O (centres undefined),7,104,-8,102,1,-5,-3,-0.9,97
O=C(Nc1nc(-c2ccc(Cl)s2)cs1)c1ccco1,-18,81,-2,113,0,-4,-1,0.5,78
Oc1ccc(C=NC2CCCCC2)cc1,5,98,-2,101,1,4,1,0.2,103
COCCCn1c(=O)c2ccccc2n2c(=S)[nH]nc12,1,105,-25,107,4,5,-34,0.9,109
CCOc1cccc2sc(N(CCCN(C)C)C(=O)c3ccc(C(=O)c4ccccc4)cc3)nc12,11,114,2,88,0,9,1,1.9,107
CCN(CCCNS(=O)(=O)c1ccc2c(c1)oc(=O)n2C)c1cccc(C)c1,-28,107,2,94,0,2,5,/,104
CCOC(=O)c1cc(CC)sc1N1C(=O)CC(Sc2ccccc2C(=O)O)C1=O (centres undefined),-7,103,15,85,1,0,14,-0.4,108
COC(=O)Cc1c(C)c2c(OCc3nn[nH]n3)cc(C)cc2oc1=O,9,104,4,105,2,6,7,-1.5,106
COc1ccc(NC(=O)Nc2cccc3c2O[C@H](CN(C)S(=O)(=O)c2cccs2)[C@@H](C)CN([C@H](C)CO)C3=O)cc1,-4,91,/,89,0,8,/,/,89
Cc1nc2c(C(F)(F)F)cccc2c2c1CCS2,2,107,-3,100,2,-8,-4,2.5,111
Cc1cccc(NC(=O)C2CC(=O)N(c3ccc4c(c3)OCCO4)C2)n1 (centres undefined),-3,95,-6,141,0,6,1,/,99
O=C1NC(c2ccccc2Cl)Nc2ccccc21 (centres undefined),-2,107,7,92,0,5,5,1.0,106
O=S(=O)(c1ccc2c(c1)OCCCO2)N1CCNCC1,0,105,3,105,1,-3,-5,-1.6,106
C/C(=N/OCO/N=C(\C)c1ccccc1F)c1ccccc1F,11,106,14,118,3,1,9,-4.6,104
O=C(Nc1ncccc1Cl)C(Sc1ccccc1)c1ccccc1 (centres undefined),-13,105,8,99,0,5,7,-1.2,97
CCOC(=O)CSc1nnc(C)n1N,14,109,1,99,2,2,3,-2.3,100
CCOc1ccccc1NC(=O)C(NCCc1ccc(OC)cc1)c1ccccc1 (centres undefined),13,94,/,106,0,/,/,5.0,93
CCCn1c(SCC(=O)N2CCCc3ccccc32)nnc1-c1ccccn1,3,105,-1,99,3,-5,0,0.2,102
COc1ccc(CC(CC(=O)O)C(=O)Nc2ccc(Cl)c(Cl)c2)cc1 (centres undefined),9,101,3,110,0,4,2,1.1,107
Cc1ccc(NC(=O)CSc2nnc(-c3ccccc3C)o2)cc1C,5,104,-2,107,0,10,-3,-0.2,89
CCOc1ccccc1C1C(C(N)=O)=C(C)Nc2nc(-c3cccc(C)c3)nn21 (centres undefined),8,95,5,92,0,-2,2,2.9,89
Cc1ccsc1/C=C1/NC(=O)N(Cc2ccc(F)cc2)C1=O,-3,104,-4,116,0,0,-4,-5.3,100
CC(C)OCCCNC(=O)C(=O)N/N=C/c1ccc(OCc2ccccc2)cc1,-8,104,4,95,0,5,7,-0.2,96
FC(F)(F)c1nnc2ccc(NCc3ccccc3)nn12,29,96,-7,102,1,11,-1,0.3,101
Cc1cn([C@H](C(=O)NCCCCCCCCCCC(=O)N2CCN(C(=O)OC(C)(C)C)CC2)[C@@H](C)O)nn1,-20,101,9,93,2,9,11,/,92
CN1CCc2c(sc3nc(NN)n(-c4ccc(Cl)cc4)c(=O)c23)C1,-4,101,4,90,0,-22,-7,-1.8,110
COc1ccc(C(=O)NN2C(=O)C3C4C=CC(O4)C3C2=O)cc1 (centres undefined),8,104,5,113,2,2,4,0.5,105
COc1ccc(-c2oc3ccc(-c4cc(OC)c(OC)c(OC)c4)cc3c2C#Cc2ccsc2)cc1,21,90,1,100,2,-1,4,-0.4,98

# New compounds follow:
SMILES,VLA-4 inh,AGP1 TOR yeast,MCL1-BIM inh,Yeast superoxide,GRK2 aptamer HTS,GLD-1 RNA inh,Bcl-xL primary,MEX-5 binding,CIT2-GFP yeast
O=C(NC1CC1)c1cccc(NC(=O)c2cn3ccccc3n2)c1,-2,98,-8,82,0,0,-7,/,106
Cc1ccc2nc(/C(C#N)=C/c3cn[nH]c3-c3ccc(F)cc3)[nH]c2c1,-6,106,7,106,0,-1,2,-0.5,107
Nc1cc2c(cc1C(=O)c1ccccc1F)OCCO2,6,102,-9,94,2,7,9,0.0,103
COCCCn1c(=O)c2ccccc2n(Cc2ccc(C)cc2)c1=O,9,98,0,104,0,-11,0,-1.9,95
O=C(O)CC(Cc1ccc(Br)cc1)C(=O)Nc1ccccc1 (centres undefined),16,95,-2,100,1,3,6,0.4,103
Cc1ccc(Nc2nc3nonc3[nH]c2=O)cc1,1,99,4,100,2,5,2,1.8,97
Cc1ccc(NC(=O)CSc2ncccc2C(=O)Oc2cccc([N+](=O)[O-])c2)cc1Cl,0,103,3,78,13,7,-1,2.0,96
CC(NS(C)(=O)=O)C(c1cccs1)N1CCN(c2ccccc2)CC1 (centres undefined),-1,96,2,106,0,1,3,-1.8,91
O=C(c1ccco1)N1CCN(C(c2ccc(Cl)cc2)c2nnnn2Cc2ccccc2)CC1 (centres undefined),6,99,4,104,0,10,6,-4.6,89
CCCc1cc(NCCN(C)C)n2c(nc3ccccc32)c1C#N,4,99,4,96,0,-2,1,14,91
O=C(Cc1c(Cl)cccc1Cl)N/N=C/c1cccnc1,12,96,/,131,7,/,/,/,98
COc1ccc(-c2cccc3c2NC(=O)C3=O)cc1OC,14,98,/,89,4,-2,/,/,97
CC(C)c1ccccc1NS(=O)(=O)c1cccs1,-4,93,0,99,1,14,1,0.1,96
O=S1(=O)CCOC[C@H](CC2CCCCC2)N1Cc1ccccc1,23,77,3,90,0,4,0,0.2,67
